Rab2 wt GTP: changes GTP binding to wildtype dog Rab2A, up or down; GST-Rab2 wt beads, Bodipy-GTP binding, flow cytometry; GTP binding activity, % at 10 µM; 190,000 compounds, 0.19% hits; AID 760;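 active means GTP binding activity at least 20 points away from 100%, either lowered or raised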;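 further: 0% = beads with excess unlabeled GTP and 100% = no-compound control corrected for plate trend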
Rac1 wt GTP bind: alters GTP binding to wildtype human Rac1. P63000. GST-Rac1 beads, fluorescent GTP binding, flow cytometry; actives lie on both sides; 0 = cold GTP competed, 100 = untreated. GTP binding activity (% of control), % at 10 µM. 190,000 compounds, 0.27% hits. AID 757;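 active means GTP binding activity at least 20 points away from the 100% control level, either lower or higher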
Bcl-XL Bim block: disrupts Bim peptide binding to human Bcl-XL; Q07817; bead flow cytometry, fluorescence; AID 1007; inhibition, % at 10 µM; 190,000 compounds, 0.04% hits
Target sequence (Q07817 whole entry, looked up): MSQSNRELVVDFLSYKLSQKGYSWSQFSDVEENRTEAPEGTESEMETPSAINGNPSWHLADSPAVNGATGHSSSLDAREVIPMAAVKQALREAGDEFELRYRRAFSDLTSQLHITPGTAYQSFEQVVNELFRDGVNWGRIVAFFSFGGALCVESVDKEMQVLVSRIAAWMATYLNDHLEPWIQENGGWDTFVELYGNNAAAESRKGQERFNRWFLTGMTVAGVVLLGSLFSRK
Bcl-2 Bim block: human Bim-Bcl-2 interaction inhibition. P10415. Bead-based flow cytometry, Bim peptide-Bcl-2 binding. inhibition, % at 10 µM. 190,000 compounds, 0.06% hits. AID 950; in the data active means inhibition above about 40%;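 further: 0% = no compound wells with probe peptide and 100% = reference peptide inhibitor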
Bim-Bcl-W: inhibitors of Bim-Bcl-W interaction, human. Q92843. bead-based flow cytometry, Bim peptide-Bcl-W binding. inhibition, % at 10 µM. 190,000 compounds, 0.02% hits;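 further: 0% = bound tracer without compound and 100% = peptide blocker; higher means less fluorescent Bim peptide bound to Bcl-W beads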
Target sequence (Q92843 whole entry, looked up): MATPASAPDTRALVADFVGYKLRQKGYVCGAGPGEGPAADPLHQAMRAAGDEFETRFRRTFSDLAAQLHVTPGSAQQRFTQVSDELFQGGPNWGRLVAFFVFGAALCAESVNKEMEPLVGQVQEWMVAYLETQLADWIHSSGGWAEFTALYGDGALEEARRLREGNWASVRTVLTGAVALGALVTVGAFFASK
Rab7 wt GTP bind: alters GTP binding to wildtype dog Rab7 | 190,000 compounds, 0.055% hits | GTP binding activity (percent of control), % at 10 µM | AID 758 | GST-Rab7 beads, fluorescent GTP binding, flow cytometry; actives lie on both sides; untreated = 100%, excess cold GTP = 0%;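 active means fluorescent GTP binding to Rab7 beads changed by at least 20 points from the 100% baseline, either direction, mostly lower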;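 further: median green fluorescence of bound Bodipy-FL-GTP per Rab7 bead population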
Bcl-B Bim block: inhibitors of Bim-Bcl-B interaction, human. Q9HD36. bead-based flow cytometry, Bim peptide-Bcl-B binding. inhibition, % at 10 µM. 190,000 compounds, 0.073% hits. AID 951;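 further: 0% = tracer peptide without compound and 100% = reference inhibitor peptide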
Target sequence (Q9HD36 whole entry, looked up): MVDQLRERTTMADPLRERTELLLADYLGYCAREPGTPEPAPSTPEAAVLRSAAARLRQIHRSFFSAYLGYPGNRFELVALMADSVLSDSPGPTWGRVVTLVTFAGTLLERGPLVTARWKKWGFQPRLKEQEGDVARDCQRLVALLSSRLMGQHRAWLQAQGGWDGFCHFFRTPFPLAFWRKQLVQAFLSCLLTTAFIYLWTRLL
HRas wt GTP bind: modulators of GTP binding to human HRas wildtype. GST-Ras wt beads, Bodipy-FL-GTP binding, flow cytometry; actives lie on both sides. GTP binding activity, % at 10 µM. 190,000 compounds, 0.14% hits;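 active means GTP binding activity at least 20% away from the 100% baseline, either lowered as inhibitor or raised as activator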;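 further: 0% = unlabeled GTP competition control and 100% = no-compound control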
Target sequence (P01112 whole entry, looked up): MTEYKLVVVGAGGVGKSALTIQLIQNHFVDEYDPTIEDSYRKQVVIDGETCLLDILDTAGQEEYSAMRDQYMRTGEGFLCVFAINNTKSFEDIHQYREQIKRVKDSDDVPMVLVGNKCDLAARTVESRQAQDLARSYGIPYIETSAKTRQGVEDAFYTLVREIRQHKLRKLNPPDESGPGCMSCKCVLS
Bfl-1 Bim block: disrupts Bim binding to human Bfl-1 | Bead-based flow cytometry, Bim-Bfl-1 binding inhibition | inhibition, % at 10 µM | 190,000 compounds, 0.12% hits;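 further: 0% = wells without compound plus tracer and 100% = blocker peptide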
Cdc42 wt GTP: human Cdc42 wildtype GTP binding change, either direction. AID 761. GST-Cdc42 beads, Bodipy-GTP binding, flow cytometry; actives lie on both sides. 190,000 compounds, 0.2% hits. P60953. percent activity (GTP binding), % at 10 µM;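 active means percent activity GTP binding at least 20 points away from the 100% baseline, either down as inhibitor or up as activator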;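 further: median bead fluorescence of bound Bodipy-FL-GTP at 100 nM; 0% = excess unlabeled GTP control and 100% = no compound control; below 100% means less GTP binding so inhibitor and above means activator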
Target sequence (P60953 whole entry, looked up): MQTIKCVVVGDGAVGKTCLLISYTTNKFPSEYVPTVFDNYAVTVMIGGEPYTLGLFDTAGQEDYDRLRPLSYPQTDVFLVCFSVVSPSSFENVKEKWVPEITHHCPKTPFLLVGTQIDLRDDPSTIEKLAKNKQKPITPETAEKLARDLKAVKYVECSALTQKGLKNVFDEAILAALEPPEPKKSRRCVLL
Rac1 act GTP bind: alters GTP binding to activated mutant human Rac1; percent activity (GTP binding), % at 10 µM; P63000; AID 764; 190,000 compounds, 0.11% hits; GST-Rac1 activated beads, fluorescent GTP binding, flow cytometry; actives lie on both sides; 100% means binding = to untreated wells;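 active means GTP binding at least 20 percentage points away from the 100% baseline, in either direction, so actives lie on both sides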
The depositor's hits bear a star. Unless noted, no stated cut-off is given here; in the data, active means inhibition above about 40%. Not a hit list (roughly 0.62% active in at least one column).

compound	Rab2 wt GTP	Rac1 wt GTP bind	Bcl-XL Bim block	Bcl-2 Bim block	Bim-Bcl-W	Rab7 wt GTP bind	Bcl-B Bim block	HRas wt GTP bind	Bfl-1 Bim block	Cdc42 wt GTP	Rac1 act GTP bind
O=C(O)C1CCCNC1 (stereo not given)	97	102	-1	4	-1	103	-2	99	-1	100	98
CCN1CCN(C(=O)CSc2cc(=O)n(CC)c3ccccc23)CC1	97	102	-2	-11	1	96	-7	96	-17	99	99
CCOC(=O)N1CCC(N(CCOC)C(=S)Nc2cccc(SC)c2)CC1	95	99	-2	0	0	90	-6	95	0	96	91
CC(=O)OCCCCON1C(=O)c2ccccc2C1=O	101	105	6	2	2	100	3	102	8	102	102
Fc1ccccc1NC(=S)N/N=C/c1ccccc1Br	101	104	-4	-5	0	101	-10	103	-10	102	100
C=CCn1c(=O)c(C(=O)NCCN(CC)CC)c(O)c2ccccc21	107	105	0	-3	-1	97	-2	106	-2	107	102
Cc1nn(C)cc1/C=N\NC(=O)c1ccc(Cn2cc(Cl)cn2)cc1	95	102	-9	-3	-3	100	-6	98	0	98	98
Nc1ccc(Sc2nc3ccccc3[nH]2)cc1	98	98	0	-2	0	105	-2	99	-5	97	94
Cc1ccc([N+](=O)[O-])c(C)[n+]1C	106	103	2	0	11	108	-1	104	2	102	96
Cc1ccc(-c2nc(CS(=O)(=O)CC(=O)NC3CCCCC3C)c(C)o2)cc1 (stereo not given)	99	102	-11	-8	-6	99	-14	101	-9	99	101
O=c1[nH]cc(C(F)(F)F)cc1NS(=O)(=O)c1ccc([N+](=O)[O-])cc1	97	92	0	1	1	103	0	95	-1	92	92
CC(=O)OC1c2ccccc2C(=O)N1Cc1ccccc1 (stereo not given)	99	102	1	-2	4	98	-6	100	-7	101	99
CCCCNC(=O)C1CCN(Cc2ccc(OCc3ccccc3)cc2)CC1	97	110	0	3	2	98	-1	102	1	104	100
Cc1nc(SCC(=O)Nc2c(C)n(C)n(-c3ccccc3)c2=O)n[nH]1	100	99	-6	-1	-4	92	-1	100	0	102	98
COc1cc2c(cc1OC)CN(c1nc(CN3CCCCC3)nc3sc4c(c13)CCCC4)CC2	102	109	-9	2	-4	101	-9	103	1	105	104
O=C(Nc1cnc2ccccc2c1)N1CCCCC1	100	103	0	-2	2	96	-8	99	-8	99	98
CCOc1ccc(-c2cc(CCCC(=O)NCCc3ccc(OC)c(OC)c3OC)no2)cc1	99	99	0	-1	-1	101	0	100	-1	99	98
COC(=O)C1=C(CN2CCCc3ccccc32)NC(=O)NC1c1ccc(F)cc1 (stereo not given)	108	104	0	1	0	106	-3	108	-3	97	100
CN(c1ccc(F)cc1)S(=O)(=O)c1ccc(Cl)c(C(=O)Nc2ccc3c(c2)CCC3)c1	102	100	-8	-12	-5	100	-8	101	-18	99	102
C/C(CC(=O)Nc1ccccc1C)=N\NC(=O)Cc1csc(N)n1	103	103	0	-3	0	101	-1	105	1	105	100
CN(C)c1ccnc(Oc2ccc(F)cc2)c1C#N	101	104	-5	-3	-3	102	-5	100	-4	100	101
CCN(CC)S(=O)(=O)c1ccc(C(=O)Nc2cc3oc4ccccc4c3cc2OC)cc1	101	104	-4	-5	-4	99	-2	99	0	100	101
Cn1c(=O)c2ncn(CC(=O)Nc3ccc4c5c(cccc35)CC4)c2n(C)c1=O	102	105	-9	-8	-1	99	-16	102	-12	105	101
O=C(NCCN=C1NS(=O)(=O)c2ccccc21)c1ccco1	92	94	-3	-5	-4	96	-3	95	-3	94	94
CC(=O)C1=C(O)C(=O)N(Cc2ccco2)C1c1ccc(F)cc1 (stereo not given)	97	100	-9	-6	-4	96	-2	98	-5	98	96
Cc1ccc(Nc2nnc(SCC(=O)N(C)C3CCS(=O)(=O)C3)s2)cc1 (stereo not given)	95	95	0	-2	1	102	0	94	2	95	95
CCc1c(C#N)c(N)nc(SCC(=O)OCc2ccccc2)c1C#N	101	100	-2	1	-1	101	0	103	-1	100	98
O=C(Cn1nnc2ccccc21)N/N=C\c1cccs1	99	102	-6	-3	-6	100	-5	99	-4	104	98
COc1cc2[nH]c(=S)n(NC(=O)c3ccccc3)c(=O)c2cc1OC	99	98	-4	0	-3	101	-2	97	-1	98	97
COc1ccc(S(=O)(=O)Nc2ccc3c(c2)OCCO3)cc1Cl	101	104	-3	-9	2	101	-6	102	-9	104	99

Some of the entries above in another layout:
CCOC(=O)N1CCC(N(CCOC)C(=S)Nc2cccc(SC)c2)CC1
  Rab2 wt GTP: 95
  Rac1 wt GTP bind: 99
  Bcl-XL Bim block: -2
  Bcl-2 Bim block: 0
  Bim-Bcl-W: 0
  Rab7 wt GTP bind: 90
  Bcl-B Bim block: -6
  HRas wt GTP bind: 95
  Bfl-1 Bim block: 0
  Cdc42 wt GTP: 96
  Rac1 act GTP bind: 91

O=c1[nH]cc(C(F)(F)F)cc1NS(=O)(=O)c1ccc([N+](=O)[O-])cc1
  Rab2 wt GTP: 97
  Rac1 wt GTP bind: 92
  Bcl-XL Bim block: 0
  Bcl-2 Bim block: 1
  Bim-Bcl-W: 1
  Rab7 wt GTP bind: 103
  Bcl-B Bim block: 0
  HRas wt GTP bind: 95
  Bfl-1 Bim block: -1
  Cdc42 wt GTP: 92
  Rac1 act GTP bind: 92

Carrying on:
compound	Rab2 wt GTP	Rac1 wt GTP bind	Bcl-XL Bim block	Bcl-2 Bim block	Bim-Bcl-W	Rab7 wt GTP bind	Bcl-B Bim block	HRas wt GTP bind	Bfl-1 Bim block	Cdc42 wt GTP	Rac1 act GTP bind
Cc1cccc(/C=N/NC(=O)NC2CCCCC2)c1	103	102	0	-1	1	101	-1	100	0	97	103
Cc1cc(C)n2nc(S(=O)(=O)NCCc3ccccc3)nc2n1	99	95	-6	-5	-3	101	-9	99	-7	95	95
COc1ccc(S(=O)(=O)NCc2ccco2)cc1-c1nnc2c3ccccc3c(C)nn12	103	107	-16	-9	-7	104	-15	103	-10	104	102
CC1(C)CC(=O)C2=C(C1)N1C(=C(C#N)C2c2ccc(Cl)cc2)N=C(N)c2ccccc21 (stereo not given)	97	101	-2	0	-3	92	-5	98	-1	94	99
CCCn1c(=S)[nH]c2cc(C(=O)N3CCc4ccccc4C3)ccc2c1=O	88	93	-8	-4	-4	96	-15	93	-7	88	85
CC(C)(C)c1ccc(-c2noc(CCC(=O)NCC3CCCO3)n2)cc1 (stereo not given)	101	95	-5	0	-1	98	1	100	-3	98	100
O=C(Nc1ccc(-c2nc3ccccc3[nH]2)cc1)c1ccccc1NS(=O)(=O)c1ccc(F)cc1	95	99	-12	-5	-9	96	-9	98	-4	94	95
O=C(O)CCN1C(=O)/C(=C\c2ccncc2)SC1=S	96	95	-5	-1	-3	104	-4	96	-4	93	94
O=C(OCc1ccc(Cl)c(Cl)c1)c1cnccn1	104	108	-27	-10	0	103	-6	104	-13	105	102
Cc1cc(N/N=C/c2ccc(Cl)cc2Cl)nc(NCc2ccccc2)n1	100	104	-4	-7	-4	99	-14	99	-8	100	102
CCCn1nnnc1NC(=O)c1cc(Br)ccc1OC	96	100	1	3	-4	100	6	97	-1	96	95
O=S(=O)(/N=C/c1ccccc1O)c1cccs1	105	108	-5	-9	0	104	-5	104	-10	106	105
COc1ccc(NC(=O)C2CCCN(c3c4c(nc5ncnn35)CCC4)C2)cc1OC (stereo not given)	100	101	-1	-4	-1	95	0	100	0	103	99
CCc1ccc(NC(=O)Nc2ccncc2)cc1	108	107	-3	-2	-1	113	-6	103	-4	102	98
CCCCC(=O)NC(NC(=S)N1CCOCC1)C(Cl)(Cl)Cl (stereo not given)	97	102	-4	0	-1	96	-4	99	-11	102	99
CCn1nnnc1SCC(=O)N1c2ccccc2Sc2ccccc21	98	106	-3	-5	-3	99	-10	99	-3	98	96
CCN1CCN(C(=S)Nc2ccc(C(C)=O)cc2)CC1	100	96	-5	1	-2	106	-1	98	0	96	97
COC(=O)CSc1nnc([C@H](Cc2ccccc2)NC(=O)OC(C)(C)C)o1	102	112	-7	-12	-1	104	-8	105	-15	104	99
O=C(NCc1cccnc1)NC1CC(=O)N(c2ccc3c(c2)OCCO3)C1 (stereo not given)	95	93	-4	0	0	97	-4	95	-5	95	94
Cc1ccc(NS(C)(=O)=O)c(C(=O)c2ccccc2)c1	104	109	-9	-9	0	105	-8	102	-14	104	102
Cc1ccc(NC(=O)C2CC(=O)Nc3nncn32)cc1 (stereo not given)	100	103	-3	0	-3	102	-6	98	-5	104	100
O=C(CSc1nnc2ccccn12)Nc1ccc(S(=O)(=O)N2CCOCC2)cc1	105	102	-4	-4	-3	104	-3	106	-7	102	104
CC(C)NC(=O)c1nn2c(C(F)(F)F)cc(-c3ccco3)nc2c1Cl	98	97	-2	1	-1	103	-3	96	-6	99	95

In a second layout: results already given.
Rab2 wt GTP | Rac1 wt GTP bind | Bcl-XL Bim block | Bcl-2 Bim block | Bim-Bcl-W | Rab7 wt GTP bind | Bcl-B Bim block | HRas wt GTP bind | Bfl-1 Bim block | Cdc42 wt GTP | Rac1 act GTP bind | structure
100 | 104 | -4 | -7 | -4 | 99 | -14 | 99 | -8 | 100 | 102 | Cc1cc(N/N=C/c2ccc(Cl)cc2Cl)nc(NCc2ccccc2)n1
96 | 100 | 1 | 3 | -4 | 100 | 6 | 97 | -1 | 96 | 95 | CCCn1nnnc1NC(=O)c1cc(Br)ccc1OC
105 | 108 | -5 | -9 | 0 | 104 | -5 | 104 | -10 | 106 | 105 | O=S(=O)(/N=C/c1ccccc1O)c1cccs1
100 | 101 | -1 | -4 | -1 | 95 | 0 | 100 | 0 | 103 | 99 | COc1ccc(NC(=O)C2CCCN(c3c4c(nc5ncnn35)CCC4)C2)cc1OC (stereo not given)
108 | 107 | -3 | -2 | -1 | 113 | -6 | 103 | -4 | 102 | 98 | CCc1ccc(NC(=O)Nc2ccncc2)cc1
97 | 102 | -4 | 0 | -1 | 96 | -4 | 99 | -11 | 102 | 99 | CCCCC(=O)NC(NC(=S)N1CCOCC1)C(Cl)(Cl)Cl (stereo not given)
98 | 106 | -3 | -5 | -3 | 99 | -10 | 99 | -3 | 98 | 96 | CCn1nnnc1SCC(=O)N1c2ccccc2Sc2ccccc21
100 | 96 | -5 | 1 | -2 | 106 | -1 | 98 | 0 | 96 | 97 | CCN1CCN(C(=S)Nc2ccc(C(C)=O)cc2)CC1
102 | 112 | -7 | -12 | -1 | 104 | -8 | 105 | -15 | 104 | 99 | COC(=O)CSc1nnc([C@H](Cc2ccccc2)NC(=O)OC(C)(C)C)o1
95 | 93 | -4 | 0 | 0 | 97 | -4 | 95 | -5 | 95 | 94 | O=C(NCc1cccnc1)NC1CC(=O)N(c2ccc3c(c2)OCCO3)C1 (stereo not given)
104 | 109 | -9 | -9 | 0 | 105 | -8 | 102 | -14 | 104 | 102 | Cc1ccc(NS(C)(=O)=O)c(C(=O)c2ccccc2)c1
100 | 103 | -3 | 0 | -3 | 102 | -6 | 98 | -5 | 104 | 100 | Cc1ccc(NC(=O)C2CC(=O)Nc3nncn32)cc1 (stereo not given)
105 | 102 | -4 | -4 | -3 | 104 | -3 | 106 | -7 | 102 | 104 | O=C(CSc1nnc2ccccn12)Nc1ccc(S(=O)(=O)N2CCOCC2)cc1
98 | 97 | -2 | 1 | -1 | 103 | -3 | 96 | -6 | 99 | 95 | CC(C)NC(=O)c1nn2c(C(F)(F)F)cc(-c3ccco3)nc2c1Cl
